Source: PubChem (National Center for Advancing Translational Sciences (NCATS))
IDH1 R132H inh – blocks human mutant IDH1 R132H enzyme; IDH1-R132H enzyme, NADPH consumption, diaphorase/resazurin fluorescence; O75874; Potency, µM (top dose mostly 76.6 µM), without a hit: at the top dose activity change, negative = inhibition, usual class: inhibitors; 390,000 tested, 0.093% active; note: potency is the fitted concentration of half-maximal effect; % is set by controls: 0 for no effect and ±100 for the full control effect; nearly all actives have a fitted effect of over 65% in size
Target sequence (O75874 whole entry R132H, stated change not applied): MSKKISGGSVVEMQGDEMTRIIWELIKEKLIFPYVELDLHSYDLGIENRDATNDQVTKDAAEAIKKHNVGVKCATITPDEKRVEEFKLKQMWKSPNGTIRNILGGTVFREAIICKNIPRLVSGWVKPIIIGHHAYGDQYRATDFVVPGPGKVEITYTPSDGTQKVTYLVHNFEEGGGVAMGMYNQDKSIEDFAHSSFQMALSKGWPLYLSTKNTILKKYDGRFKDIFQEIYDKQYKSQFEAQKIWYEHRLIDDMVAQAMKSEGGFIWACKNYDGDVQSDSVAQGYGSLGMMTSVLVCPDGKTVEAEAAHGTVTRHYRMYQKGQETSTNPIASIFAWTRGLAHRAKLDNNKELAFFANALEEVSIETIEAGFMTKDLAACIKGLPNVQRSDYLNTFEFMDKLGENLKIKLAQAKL
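IDH1-R132H (0.5 ug/mL dispensed) in pH 7.5 Tris buffer was preincubated 30 min with compound, then given a substrate mix of 0.016 mM NADPH and 2 mM alpha-KG for 80 min at room temperature; remaining NADPH was read by diaphorase/resazurin fluorescence.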
PI4K2A block – inhibitors of human PI4K2A; Q9BTU6; purified PI4K2A, ADP-Glo luminescence, 1 h; hits give low values; 420,000 tested, 0.13% active; AID 1346378; activity change, negative = inhibition, % at 76.9 µM; in the data active = activity change below about -50%; inconclusive = mostly about -30% to -49%;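 note: -100% = wells without enzyme as full effect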
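ADP-Glo luminescence measured ADP generated by PI4K2A enzyme (4 ug/mL before mixing) with 1.2 mM PI substrate (pre-mix) and 300 microM ATP (pre-mix). Tris pH7.5 buffer with MgCl2, Triton X-100; 1 h reaction at ambient temperature.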
TrxR1 substrate – is turned over as a substrate by rat TrxR1; O89049; purified TrxR1 substrate turnover, NADPH consumption readout; Potency, µM (top dose mostly 114 µM), without a hit: at the top dose activity change, negative = substrate turnover; 390,000 tested, 0.01% active; note: potency is the fitted concentration of half-maximal effect; % is set by controls: 0 for no effect and ±100 for the full control effect; nearly all actives have a fitted effect of over 50% in size
Target sequence (O89049 whole entry, looked up): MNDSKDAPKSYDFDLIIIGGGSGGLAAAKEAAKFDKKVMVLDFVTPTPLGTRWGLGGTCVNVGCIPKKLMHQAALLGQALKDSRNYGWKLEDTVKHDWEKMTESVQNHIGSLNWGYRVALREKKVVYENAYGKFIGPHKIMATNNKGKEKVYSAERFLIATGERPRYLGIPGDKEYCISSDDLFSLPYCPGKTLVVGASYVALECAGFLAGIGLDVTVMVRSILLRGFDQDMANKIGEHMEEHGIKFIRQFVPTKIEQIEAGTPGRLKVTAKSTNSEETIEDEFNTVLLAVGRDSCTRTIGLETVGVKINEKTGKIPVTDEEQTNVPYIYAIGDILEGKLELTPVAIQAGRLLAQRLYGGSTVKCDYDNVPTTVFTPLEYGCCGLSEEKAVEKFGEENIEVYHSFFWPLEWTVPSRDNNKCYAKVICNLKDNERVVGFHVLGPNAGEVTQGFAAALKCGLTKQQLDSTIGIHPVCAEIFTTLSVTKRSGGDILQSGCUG
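Rat TrxR1, dispensed at 90 nM, was prereduced with 400 uM NADPH (final) for 5 min at ~22 deg C, then incubated with compound 15 min before 400 uM selenite. A first-read NADPH fluorescence drop versus no-compound background flagged substrates.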
Vif-APOBEC3F blk – blocks the Vif interaction with APOBEC3F; HeLa A3F-eYFP + Vif (tagged APOBEC3F with the HIV-1 protein that degrades it), YFP fluorescence increase; Potency, µM (top dose mostly 46.1 µM), inactives show at the top dose activity, negative = active; 390,000 tested, 0.2% active; AID 602313; note: potency is the fitted concentration of half-maximal effect; % of control where 0% means no effect; nearly all actives have a fitted effect of over 65% in size
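HeLa cells stably expressing Vif plus C-terminally eYFP-tagged A3F were seeded, incubated overnight at 37 deg C, dosed with compound, incubated overnight again at 37 deg C. Yellow fluorescence (Ex 488/Em 500-530) reported blocked Vif-mediated A3F-eYFP degradation.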
Vif-APOBEC3G blk – blocks the Vif interaction with human APOBEC3G; Q9HC16; HeLa A3G-eYFP + Vif (tagged APOBEC3G with the HIV-1 protein that degrades it), YFP fluorescence, overnight; Potency, µM (series often up to 46.1 µM), inactives show top-dose activity, negative = active, actives largely listed as inhibitors; 410,000 tested, 0.076% active;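 note: potency is the fitted concentration of half-maximal effect; % is set by controls: 0 for no effect and ±100 for the full control effect; nearly all actives have a fitted effect of over 60% in size; hits raise eYFP signal because A3G escapes Vif-driven loss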
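HeLa cells stably expressing Vif and C-terminally eYFP-tagged A3G, seeded overnight at 37 deg C, then exposed to compound by pintool overnight at 37 deg C. Rise in yellow fluorescence (Ex 488/Em 500-530, Acumen) marks blocked Vif-driven A3G degradation.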
LDHA block – inhibitors of human lactate dehydrogenase A; activity change, % (values are at about 110 or 230 µM); purified LDHA, NADH/diaphorase-resazurin fluorescence; hits give low values; 480,000 tested, 0.15% active; AID 1347041; in the data active = activity change below about -30%; inconclusive = mostly about -25% to -30%;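 note: plate controls were DMSO wells for no effect and wells without enzyme for full effect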
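Human LDH5 at 2 nM final in Tris HCl pH 7.4 with 0.06 mM NADH and 0.2 mM pyruvate, reacted 5 minutes at room temperature. Remaining NADH coupled via diaphorase/resazurin; resorufin fluorescence read at 0 and 20 minutes, normalized to enzyme-free and DMSO wells.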
RXFP1 ag – agonists of human relaxin receptor RXFP1; Q9HBX9; HEK293T-RXFP1 cAMP TR-FRET, 30 min; response scale: percent of porcine relaxin response, buffer zero; Potency, µM (series often up to 57.5 µM), for inactives: at the top dose activation, hits mostly activators; 370,000 tested, 0.3% active; note: potency is the fitted concentration of half-maximal effect; % is set by controls: 0 for no effect and ±100 for the full control effect; nearly all actives have a fitted effect of over 60% in size; many of its hits are not listed in these tables
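Agonist response is measured as cAMP accumulation in an RXFP1-transfected HEK293T line under PDE4 inhibition. Values are scaled between buffer-only and 29 nM porcine relaxin, and EC50s come from standard Hill equation fits.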
USP1 inh – USP1/UAF1 (human) deubiquitinase inhibition; Potency, µM (titrated, usually from 57.1 µM), for inactives: top-dose activity change, negative = inhibition, usual class: inhibitors; recombinant USP1/UAF1, Ub-Rhodamine cleavage fluorescence; O94782; AID 743255; 390,000 tested, 0.23% active; note: potency is the fitted concentration of half-maximal effect; % is set by controls: 0 for no effect and ±100 for the full control effect; nearly all actives have a fitted effect of over 60% in size; inactives centre near -12
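High-throughput fluorogenic screen: 1nM USP1/UAF1 complex, Ub-Rho substrate 150nM final, 50mM HEPES pH 7.8 with 0.5mM EDTA, 0.1 mg/ml BSA, 1mM TCEP and 0.01% Tween-20.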
Glioma ERSR ind – inducers of ER stress response in human glioma cells | U87-MG GRP78 promoter luciferase reporter, 16 h | Potency, µM, without a hit: top-dose activation, hits mostly activators | 420,000 tested, 0.02% active | AID 602332; note: potency is the fitted concentration of half-maximal effect; series mostly up to about 76 µM; % of control where 0% means no effect; nearly all actives have a fitted effect of over 35% in size
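Stably transfected U87-MG glioma cells carrying a GRP78-based luciferase sensor; 16 h compound incubation. Luminescence end-point read 10 min after Bright-Glo addition at room temperature.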
* = called active by the depositor; ? = inconclusive; . = not tested or not shown; [ ] = remark or other dose. Unless noted, calls come from the whole dose curve; as a rule, active = well fitted curve in the direction sought with a large enough effect; inconclusive = small, poorly fitted or top-dose-only effect, or another doubt; inactive = no such curve, though single readings can be large; an effect the other way counts as inactive or inconclusive. This is a subset. The share of hits here may be higher or lower than overall.

1. O=C1NC(=O)C(=Cc2cc([N+](=O)[O-])ccc2N2CCCCC2)C(=O)N1
2. Cc1cc(/C=C2\C(=O)NC(=O)N(c3cccc(F)c3)C2=O)c(C)n1-c1ccc(C(=O)O)c(Cl)c1
3. CCOC(=O)COc1ccc2c(c1)c(C(C)=O)c(C)n2Cc1ccccc1
4. CCOC(=O)C1(CCc2ccccc2)CCN(C2CCSCC2)CC1
5. NC(=O)c1ccc(OCCC(O)N2CC=C(c3ccc(F)cc3)CC2)cc1 (configuration not stated)
6. CC/C(CC(c1ccccc1)c1c(O)c2ccccc2oc1=O)=N\NC(N)=S (configuration not stated)
7. Clc1cc(Cl)c(-c2cc(Cl)c(Cl)cc2Cl)cc1Cl
8. Cc1nn(Cc2ccccc2)c(Cl)c1C(=O)OCC(=O)Nc1cccc2ccccc12
compound no. | 1 | 2 | 3 | 4 | 5 | 6 | 7 | 8
Vif-APOBEC3G blk | 2% | 0% | -7% | 2% | -2% | -7% | -5% | -3%
IDH1 R132H inh | -1% | 1% | 5% | -3% | 25% | 1% | -1% | 4%
Vif-APOBEC3F blk | -1% | -11% | -2% | 2% | -1% | -26% | -3% | 0%
RXFP1 ag | -2.2% | 0.4% | 2.1% | -1.5% | 0.1% | 0.5% | 0.3% | -0.2%
USP1 inh | -13% | -24% | -8% | -13% | 17% | -26% | -22% | -2%
TrxR1 substrate | -6%[57.1 µM] | -6% | -19% | -3% | -3% | 8% | 9% | -9%
LDHA block | -5 | 0 | -4 | -1 | -3 | 20 | -14 | -8
Glioma ERSR ind | -2% | -2% | -4% | -2% | 0% | -4% | 3% | -4%
PI4K2A block | 2 | -21 | -1 | -1 | 9 | -4 | 1 | 2

9. Cc1cc(C(=O)N2CCC3(CC2)OCCO3)no1
10. COC(=O)C1=C(c2ccc(Cl)c(C(F)(F)F)c2)C[C@@H]2CC[C@H]1N2C(=O)NCC1CC1
11. CC(C)n1c(=O)c(C=Nc2ccc(F)cc2)c(O)n(Cc2ccco2)c1=O
12. Cn1c(O)c(/C=N/NC(=O)c2ccncc2)c(=O)n(C)c1=S
13. CCCCn1c(O)c(C(CC)=NCCN2CCOCC2)c(=O)[nH]c1=O
14. CC(=NCCCn1ccnc1)c1c(O)n(C2CCCCC2)c(=O)[nH]c1=O
15. O=P(Oc1ccccc1)(Oc1ccccc1)C(O)c1ccccc1 (configuration not stated)
16. COC1C(C)OC(OC2CC(C)(O)Cc3cc4c(c(O)c32)C(=O)c2c(O)cc3c(c2C4=O)OC2OC3(C)C(O)C(N(C)C)C2O)C(OC)C1(C)OC (configuration not stated)
compound no. | 9 | 10 | 11 | 12 | 13 | 14 | 15 | 16
Vif-APOBEC3G blk | 1% | -1% | -2% | -18% | 0% | 0% | 1% | -12%
IDH1 R132H inh | -6% | 19% | 6% | 6% | 0% | 4% | 0% | 2%
Vif-APOBEC3F blk | 2% | 2% | -6% | -9% | -8% | 2% | 0% | ?
RXFP1 ag | -1.5% | -3.1% | 0.5% | 23% | -1.9% | -2.6% | -0.6% | .
USP1 inh | -2% | -19% | 1% | -14% | 1% | 5% | -16% | ?
TrxR1 substrate | 2% | 4%[57.1 µM] | 5%[57.1 µM] | -18% | -5% | -11% | -4% | 6%[57.1 µM]
LDHA block | -5 | -1 | 0 | 2 | 0 | -7 | -1 | 19
Glioma ERSR ind | -5% | 6% | -2% | -7% | -3% | -4% | -5% | -6%
PI4K2A block | -5 | -4 | -18 | -5 | 0 | -1 | -2 | 3

17. CC(C)c1ccc(OCC(=O)N2CCN(CCc3ccccn3)CC2)cc1
18. CC(C)C/C(=N/O)c1c[nH]c2ccccc12
19. O=C(CSc1ccccn1)Nc1cccc2ccccc12
20. O=C1NCN(c2ccccc2)C12CCN(C(c1ccnc3ccccc13)c1nnnn1C1CCCC1)CC2 (configuration not stated)
21. Cc1cc(N2CCCCC2)ccc1C=C1C(=O)N(C)C(=S)N(C)C1=O
22. O=C(N/N=C/c1c(O)n(Cc2ccccc2)c(=O)[nH]c1=O)c1ccncc1
23. O=C(Nc1c(F)cc(F)cc1F)c1cccn(Cc2ccccc2)c1=O
24. OC(Cc1ccccc1)(c1ccccc1)C1CN2CCC1CC2 (configuration not stated)
compound no. | 17 | 18 | 19 | 20 | 21 | 22 | 23 | 24
Vif-APOBEC3G blk | 2% | -8% | -3% | -5% | -9% | 0% | 3% | 7%
IDH1 R132H inh | 37%[activator] | 1% | 23% | . | 0% | 0% | 2% | 6%
Vif-APOBEC3F blk | -4% | 0% | ? | . | -2% | -1% | -2% | -6%
RXFP1 ag | -1.5% | 1.4% | 0.5% | . | 2.7% | 1.9% | -0.1% | -0.3%
USP1 inh | -26% | -8% | -25% | . | -5% | -2% | -12% | -8%
TrxR1 substrate | 7% | -7% | 5%[57.1 µM] | . | -1% | -2%[57.1 µM] | -6%[57.1 µM] | 3%
LDHA block | -8 | 2 | 0 | -1 | 7 | 8 | -4 | -2
Glioma ERSR ind | 3% | 3% | -1% | -2% | -3% | -5% | 4% | -4%
PI4K2A block | 4 | 0 | -5 | -4 | -4 | -4 | 5 | 1

Sorted by SMILES length (ascending): part of the list above.
18. CC(C)C/C(=N/O)c1c[nH]c2ccccc12
24. OC(Cc1ccccc1)(c1ccccc1)C1CN2CCC1CC2 (configuration not stated)
20. O=C1NCN(c2ccccc2)C12CCN(C(c1ccnc3ccccc13)c1nnnn1C1CCCC1)CC2 (configuration not stated)
compound no. | 18 | 24 | 20
Vif-APOBEC3G blk | -8% | 7% | -5%
IDH1 R132H inh | 1% | 6% | .
Vif-APOBEC3F blk | 0% | -6% | .
RXFP1 ag | 1.4% | -0.3% | .
USP1 inh | -8% | -8% | .
TrxR1 substrate | -7% | 3% | .
LDHA block | 2 | -2 | -1
Glioma ERSR ind | 3% | -4% | -2%
PI4K2A block | 0 | 1 | -4

Next section:
25. COc1cccc(CN2CCNCC2)c1OC
26. C/C(=N\N1CCN(C)CC1)c1c(O)[nH]c(=O)[nH]c1=O
27. COc1ccc(NC(=O)N2CCC3(CC2)OCCO3)cc1OC
28. OC12Oc3ccccc3C=C1N1CCC2CC1 (configuration not stated)
29. Cc1oc(-c2ccccc2Cl)nc1CN1C(=O)CN=C(c2ccccc2)c2cc(Cl)ccc21
30. CN(N)N=Nc1nc2c([nH]1)c(=O)n(C)c(=O)n2C
31. O=C(Cn1nc(-c2ccccc2)ccc1=O)N1CCC2(CC1)OCCO2
32. O=c1[nH]c(=O)n(CCC2=CCCCC2)c(O)c1/C=N/N1CCOCC1
compound no. | 25 | 26 | 27 | 28 | 29 | 30 | 31 | 32
Vif-APOBEC3G blk | 3% | 0% | -2% | -2% | -1% | 0% | 8% | 1%
IDH1 R132H inh | -1% | 1% | 3% | -2% | -18% | 5% | -6% | 5%
Vif-APOBEC3F blk | -4% | -5% | -2% | -10% | 8% | -10% | -12% | -24%
RXFP1 ag | -3.3% | -0.5% | 0.8% | 0.4% | 0.6% | ? | -0.2% | 0.2%
USP1 inh | -11% | -10% | 1% | -3% | -18% | -21% | -16% | -15%
TrxR1 substrate | 6%[57.1 µM] | 8%[57.1 µM] | 4%[57.1 µM] | 1%[57.1 µM] | -4% | 14%[57.1 µM] | 10%[57.1 µM] | -3%
LDHA block | -11 | 0 | 5 | -2 | 1 | 0 | -5 | -6
Glioma ERSR ind | -2% | 0% | -1% | -3% | -2% | -1% | 0% | -1%
PI4K2A block | -1 | 2 | 5 | -4 | 1 | -6 | -8 | -2

33. COc1ccc(C(=O)C23CN4CN(CN(C4)C2)C3)cc1
34. CCOc1ccc(C2CC(c3c(O)n(C)c(=O)n(C)c3=O)=NN2)cc1 (configuration not stated)
35. CCOC(=O)c1c(N)n(Cc2ccco2)c2nc3ccccc3nc12
36. CC12CN3CC(c4ccccc4)(CN(C1)C31CCCCC1)C2=O
37. CC(C)N1CCN(Cc2cccc3c2OCO3)CC1CCO (configuration not stated)
38. C=CCN1C(=O)C2(C(C(=O)OCC)=C(N)Oc3ccccc32)c2c1c1ccccc1oc2=O (configuration not stated)
39. O=C(O)C12C3CCCC1C32c1ccccc1 (configuration not stated)
40. CCC(=O)c1cc(F)c(N2CCN(CC)CC2)cc1C
41. C=CCn1c(O)c(/C(CC)=N/NC(=S)Nc2ccccc2)c(=O)[nH]c1=O
compound no. | 33 | 34 | 35 | 36 | 37 | 38 | 39 | 40 | 41
Vif-APOBEC3G blk | 0% | 1% | 0% | -2% | -2% | 1% | -4% | 1% | 1%
IDH1 R132H inh | 0% | 20% | 2% | 1% | -5% | 5% | 2% | -4% | -9%
Vif-APOBEC3F blk | 7% | 6% | 2% | 1% | -2% | -1% | -1% | -3% | -22%
RXFP1 ag | 1.5% | -0.2% | 3.7% | 0.4% | 0.1% | -1.0% | -0.5% | 4.0% | 1.1%
USP1 inh | -9% | -17% | -25% | 0% | -20% | 2% | -11% | -2% | 4%
TrxR1 substrate | 5%[57.1 µM] | 9%[57.1 µM] | 527%[activator] | 8%[57.1 µM] | 1% | -7% | 3%[57.1 µM] | -8% | 4%[57.1 µM]
LDHA block | -3 | -7 | 0 | -1 | -4 | 8 | 3 | -10 | -10
Glioma ERSR ind | -2% | 2% | -4% | 4% | 2% | -1% | -3% | 2% | -2%
PI4K2A block | 2 | 3 | 0 | -2 | 3 | 1 | -8 | 0 | 0
